Source: PubChem
Salmonella PhoP GFP – PhoP regulon inhibitors, Salmonella typhi PhoP promoter GFP reporter, confirmatory (AID 1850) | inhibition, % at 50 µM; hits with a dose series show IC50 in µM | 310,000 compounds, 0.33% hits | Salmonella Typhi PhoP-promoter GFP reporter, fluorescence, 4 h; higher % means a stronger effect; in the data active = a potency from the dose series; inconclusive = inhibition mostly from about 25% at the one dose, without a potency; inactive = the rest, 99 in 100 with inhibition below about 19%;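 also: 0% = induced wells with vehicle and 100% = uninduced wells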
tuberculosis growth – growth inhibition of non-replicating M. tuberculosis (AID 488890); Mycobacterium tuberculosis non-replicating, growth inhibition; higher % means a stronger effect; inhibition, % at 25 µM; hits with a dose series show IC50 in µM; 320,000 compounds, 0.39% hits; in the data active = a potency from the dose series; inconclusive = inhibition mostly from about 82% at the one dose, without a potency; inactive = the rest, 99 in 100 with inhibition below about 76%;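 also: plate controls were DMSO cells for no effect and high antibiotic wells for full effect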
VEEV TC-83 Vero – inhibitors of VEEV TC-83 cytopathic effect, confirmation, Vero cells (AID 588727); Vero cells, VEEV TC-83 cytopathic effect inhibition; higher % means a stronger effect; one-dose inhibition, % at 20 µM; IC50 in µM for titrated hits; 350,000 compounds, 0.13% hits; in the data active = a potency from the dose series; inconclusive = inhibition mostly from about 14% at the one dose, without a potency; inactive = the rest, 99 in 100 with inhibition below about 12%; also: strong numbers were not always called active
influenza NS1A – H1N1 influenza NS1A inhibitors, functional cell based assay (AID 504329). NS1A functional cell-based assay, percent inhibition; higher % means a stronger effect. one-dose inhibition, % at 12.5 µM; IC50 in µM for titrated hits. 340,000 compounds, 0.3% hits; in the data active = a potency from the dose series; inconclusive = inhibition above about 27% without an active follow-up result; also: strong numbers were not always called active
H37Rv inhibition – M. tuberculosis growth inhibition, HTS (AID 449762); one-dose inhibition, % at 25 µM; IC50 in µM for titrated hits; M. tuberculosis H37Rv growth inhibition, 7H9 media; higher % means a stronger effect; 330,000 compounds, 0.59% hits; in the data active = a potency from the dose series; inconclusive = inhibition above about 70% without an active follow-up result;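 also: bacterial growth assessed after seven days of incubation; strong numbers were not always called active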
VEEV TC-83 Vero 10K pilot screen – recorded beside VEEV TC-83 Vero, whose call it bears; inhibition, %; measured here: 10K pilot screen inhibition
* = called active by the depositor; i = inactive; ? = inconclusive; . = not tested or not shown. No enrichment for hits; overall some 1.6% were active at least once.

SMILES	Salmonella PhoP GFP	tuberculosis growth	VEEV TC-83 Vero	influenza NS1A	H37Rv inhibition	others
CCOc1ccccc1NC(=O)C(C)N1C(=O)c2ccccc2S1(=O)=O (stereo not drawn)	-3%	5%	1.9%	7%	4%
CC(=O)c1ccc(OCCCC(=O)NNC(=O)c2ccccn2)cc1	.	77%	10%	-5%	?
O=C(O)/C=C/C(=O)N1CCN(S(=O)(=O)c2cccc(C(F)(F)F)c2)CC1	15%	4%	i	-15%	-3%
C=CCN1C(=O)C(Cc2ccc(OC)cc2)S/C1=N/N=C/c1ccco1 (stereo not drawn)	-12%	6%	i	-3%	7%
Cc1cc2oc(=O)cc(-c3ccccc3)c2c(C)c1-c1ccc(O)cc1	.	.	1.1%	5%	.
O=C(Cc1ccccc1)Nc1nnc(SCC(=O)NC2CCCC2)s1	5%	-4%	1.5%	0%	-5%
CCOc1ccc(CCNC(=O)COC(=O)C2CCN(c3ccc(C(F)(F)F)cn3)CC2)cc1OCC	-4%	12%	2.0%	-6%	8%
NC(=O)c1ncn([C@@H]2O[C@H](CNCc3cnc(N4CCOCC4)s3)[C@@H](O)[C@H]2O)n1	.	.	i	-2%	.
Cc1cc(C)nc(Oc2ccc(Br)cc2)n1	10%	8%	1.6%	-4%	2%
Cc1ccc(CN2CCNC2=O)cc1	1%	-10%	1.4%	0%	9%
O=C(/C=C\c1ccco1)Nc1cc([N+](=O)[O-])ccc1F	-8%	-13%	8.1%	15%	-16%
COCCN(C(=O)COC(=O)CSc1ccc(Cl)cc1)c1c(N)n(CC(C)C)c(=O)[nH]c1=O	.	.	1.7%	-15%	.
Cc1ccccc1CCNC(=O)C1CCC(=O)N(Cc2ccc(Cl)cc2)C1 (stereo not drawn)	-9%	7%	1.5%	-2%	1%
Cc1ccc(Nc2nc(N)nc(-c3oc4ccccc4c3C)n2)cc1	7%	-1%	11%	-6%	2%
O=C(O)c1cc2c(cc1Br)OCCCO2	11%	-12%	i	-7%	50%
CCc1cc(=O)oc2cc(OCc3ccc(C(=O)O)o3)ccc12	-2%	-28%	1.8%	-20%	-4%
COc1cc(CNc2cccc(C(=O)O)c2)cc(Br)c1OCC(=O)NC(C)(C)C	-9%	-7%	1.8%	-1%	3%
O=C(Nc1ccccc1Cl)c1ccc(S(=O)(=O)N2CCOCC2)cc1	-5%	6%	0.8%	12%	-8%
CSc1cccc(NC(=S)N(CCC(C)C)C2CCN(C(C)C)CC2)c1	16%	6%	4.2%	3%	-5%
CC(=O)Nc1cccc(-c2csc(NCc3ccccc3)n2)c1	-18%	30%	5.0%	11%	16%

Reprinted from the part before: 5 compounds, then new ones.
SMILES	Salmonella PhoP GFP	tuberculosis growth	VEEV TC-83 Vero	influenza NS1A	H37Rv inhibition	others
CCc1cc(=O)oc2cc(OCc3ccc(C(=O)O)o3)ccc12	-2%	-28%	1.8%	-20%	-4%
COc1cc(CNc2cccc(C(=O)O)c2)cc(Br)c1OCC(=O)NC(C)(C)C	-9%	-7%	1.8%	-1%	3%
O=C(Nc1ccccc1Cl)c1ccc(S(=O)(=O)N2CCOCC2)cc1	-5%	6%	0.8%	12%	-8%
CSc1cccc(NC(=S)N(CCC(C)C)C2CCN(C(C)C)CC2)c1	16%	6%	4.2%	3%	-5%
CC(=O)Nc1cccc(-c2csc(NCc3ccccc3)n2)c1	-18%	30%	5.0%	11%	16%
Cc1ccc(-c2cc(-c3nnc(SCC(=O)NCC(C)C)n3N)c3ccccc3n2)cc1	-7%	35%	7.1%	0%	?
O=c1c(Cc2ccc(Cl)cc2Cl)c(O)ccn1Cc1ccc(Cl)cc1	1%	19%	3.2%	9%	-10%
Clc1ccc2ccc3cccnc3c2n1	3%	?	0.8%	-26%	3%
COc1ccc([N+](=O)[O-])cc1NS(=O)(=O)c1cccc(C(=O)OC2CCOC2=O)c1 (stereo not drawn)	.	-2%	2.7%	9%	-6%
COc1ccc([C@H]2/C=C\CN(C(=O)c3ccccc3)[C@@H](C)C(=O)N2Cc2ccc(F)cc2)cc1	-5%	22%	7.6%	7%	3%
Cc1ccc2c(c1)N(C(=O)CCC(=O)NCCCN1CCOCC1)CCO2	12%	2%	0.9%	6%	-6%
CC(=O)Nc1cccc(N2CCCC2=O)c1	1%	3%	0.9%	8%	4%
CC(C)(C)c1cc(NC(=O)c2cccnc2)no1	0%	3%	3.8%	3%	6%
CCCCCCNC(=O)N1C/C=C\C(c2ccc(OC)cc2)N(Cc2ccc(F)cc2)C(=O)C1 (stereo not drawn)	2%	-1%	0.6%	-14%	-3%
CCOC(=O)c1ccc(NC(=O)Nc2cc(C)on2)cc1	2%	10%	i	24%	-1%
CC1(C)CC2(CCO1)OC(=O)CC2C(=O)Nc1ccc(Cl)cc1[N+](=O)[O-] (stereo not drawn)	5%	-9%	0.4%	-22%	-7%
NC(=S)NN=C1c2ccccc2-c2ccccc21	4%	66%	2.5%	-20%	60%
Cc1ccc2cc(CCl)c(Cl)nc2c1	14%	8%	?	2%	4%
COC(=O)C(NC(=O)CCc1c(C)nc2c(c(C)nn2-c2ccccc2)c1C)C(C)C (stereo not drawn)	-6%	28%	i	2%	9%
COc1ccc(NC(=O)CN2C(=O)NC3(CCCCC3C)C2=O)cc1OC (stereo not drawn)	.	-8%	1.2%	-4%	-8%
CN1C(C(=O)NCc2cccs2)=CC(c2ccc(F)cc2)=NS1(=O)=O	-1%	23%	i	10%	-2%
CC[C@@H](C(N)=O)N1CCCC1=O	0%	-1%	.	.	1%
CN(C(=O)COC(=O)c1ccc(Cl)c(S(=O)(=O)NCc2ccccc2)c1)C1CCS(=O)(=O)C1 (stereo not drawn)	.	.	1.2%	-2%	.
CCOC(=O)C1C(=O)NC(c2ccccc2)=NC1c1ccc(O)c(OC)c1 (stereo not drawn)	4%	-5%	1.5%	-18%	-8%
CCOC(=O)C1=C(O)/C(=C\c2ccc(CNC(=O)C(=O)Nc3ccccc3)o2)N=C1C	-10%	15%	i	10%	6%
O=C(c1cccc(Cl)c1)C1CCCN(S(=O)(=O)c2ccccc2)C1 (stereo not drawn)	-14%	1%	3.6%	-11%	1%
Cc1cccn2c(=O)c3cc(S(=O)(=O)c4ccccc4)c(=N)n(Cc4ccco4)c3nc12	-13%	44%	i	-5%	1%
O=C(C[n+]1cccc2ccccc21)c1ccc(NC(=O)c2ccccc2)cc1	20%	33%	i	12%	9%
Cc1ccnc2nc(C(=O)NCCc3ccc(F)cc3)nn12	-14%	-5%	0.6%	1%	0%
Cc1cc(C)cc(OCC(=O)Nc2ccccc2C(=O)NCc2ccco2)c1	8%	34%	9.0%	7%	10%
CSc1ccc(CCNC(=O)CCc2nnc3ccc(N4CCOCC4)nn23)cc1	-4%	-11%	1.7%	1%	5%
Cc1ccc(CCNC(=O)c2cc(S(=O)(=O)N3CCCC3)cn2C)cc1	-4%	6%	6.6%	-42%	-4%
Cc1nc2nc[nH]n2c(=O)c1CCOC(=O)c1c(F)cccc1F	-4%	-1%	0.9%	5%	-2%
Cc1c(C(=O)OCC(=O)N(C)Cc2ccc(Cl)cc2)oc2ccccc12	.	61%	i	4%	-1%
OCc1ccccc1SSc1ccccc1CO	16%	?	13%	.	-1%
O=C(NNC(=O)c1ccc([N+](=O)[O-])cc1C(=O)O)c1ccncc1	6%	52%	0.0%	-3%	?
O=C(O)CCCn1cc(NC(=O)c2cccc(F)c2)cn1	-5%	-7%	i	2%	-3%
Cc1sc(N2C(=O)C3C4C=CC(C4)C3C2=O)c(C#N)c1C (stereo not drawn)	-5%	-7%	1.6%	-6%	1%
Cc1ccccc1C(=O)N1CCC(C(=O)N(C)CC(=O)Nc2cccc(F)c2)CC1	-2%	-15%	1.8%	-3%	-3%
CCc1ccc(N(CC(=O)Nc2ccc(NC(C)=O)cc2)S(=O)(=O)c2ccccc2)cc1	4%	-17%	3.5%	-6%	2%
O=C(CO/N=C/c1ccc(OC(F)F)cc1)NCc1ccco1	11%	74%	0.9%	11%	2%
Cc1[nH]c2ccc(-c3nnc(SCC(=O)NCc4ccco4)n3Cc3ccccc3)cc2c1C	2%	48%	6.1%	7%	59%
O=S(=O)(c1ccc(N2CCN(CCO)CC2)nc1)N1CCCCC1	1%	-16%	0.3%	-4%	7%
CN(C)c1nc(NCc2ccccc2)nc(Oc2ccc(=O)[nH]n2)n1	6%	9%	8.1%	-6%	2%
O=C(NCC1CCCO1)c1cc(-c2ccncc2)nc2ccc(S(=O)(=O)N3CCOCC3)cc12 (stereo not drawn)	-1%	-10%	1.4%	-3%	1%
COc1cc(Cl)ccc1OCc1cc(C(=O)N2CC[C@@H]3CCCC[C@H]3C2)no1	-1%	45%	i	-11%	7%
CC(C)(C)c1ccc(S(=O)(=O)NCC(=O)N2CCCC2)cc1	0%	-10%	i	-5%	-2%
CCOC(=O)CN(C(=O)Cn1nnc(-c2ccc(C)cc2)n1)C(CC)C(=O)NC1CCCC1 (stereo not drawn)	-7%	14%	4.7%	3%	-6%	VEEV TC-83 Vero 10K pilot screen=0.7
C/C(=N\O)C1CC(CC(=O)O)C1(C)C (stereo not drawn)	-15%	-15%	i	-23%	-7%
CN1CCCC(C(O)(c2ccccc2)c2ccccc2)C1 (stereo not drawn)	16%	-5%	0.4%	-1%	-5%
O=S(=O)(c1cccc(-c2cn3ccccc3n2)c1)N1CCCCC1	7%	16%	5.3%	3%	1%
CCOc1ccccc1C1C(C(N)=O)=C(C)Nc2nc(CCCO)nn21 (stereo not drawn)	6%	-8%	i	11%	-3%
O=C(c1ccco1)N1CCN(c2cccc(Cl)c2)CC1	-5%	75%	0.3%	-4%	-16%
CS(=O)(=O)N1CCN(C(=N)N[N+](=O)[O-])CC1	7%	1%	1.9%	-7%	0%
Cc1ccc(-c2nc(CS(=O)CC(=O)NCCCN3CCN(Cc4ccccc4)CC3)c(C)o2)cc1 (stereo not drawn)	-4%	17%	i	-2%	-2%
CC1CCC2(CC1)NC(=O)N(CC(=O)c1ccc3c(c1)OCO3)C2=O (stereo not drawn)	-6%	-2%	3.1%	-6%	-5%
Cn1cccc1Cc1nnc(SCC(=O)NCc2ccccc2)n1-c1ccc(F)cc1	-9%	62%	0.8%	-4%	-3%
Cc1cc(C)c(C)c(S(=O)(=O)N2CCN(C(=S)NCC3CCCO3)CC2)c1C (stereo not drawn)	-3%	23%	1.4%	-3%	8%
CCOC(=O)C1(Cc2ccc(Cl)cc2)CCN(Cc2cnc(N)nc2)CC1	12%	14%	1.9%	-8%	-1%
COc1ccc(CNC(=O)C2CCCN2C(=O)NCc2ccccc2)cc1 (stereo not drawn)	1%	-2%	i	-20%	-1%
N#Cc1ccccc1NC(=O)COC(=O)CN1C(=O)C2CCCCC2C1=O (stereo not drawn)	.	-9%	i	8%	-9%
N#Cc1nnn(-c2ccc(Cl)cc2)c1N	-7%	0%	1.1%	-6%	0%
CCOc1c(Cl)cc(C(=O)Nc2ccccc2C(=O)O)cc1Cl	-16%	41%	i	-1%	-9%
CN(Cc1ccccc1)C(=O)COC(=O)CCC(=O)c1ccc(Cl)cc1	.	65%	0.3%	-2%	3%
CCOC(=O)CCNCc1ccc(OC)c(OC)c1	-5%	-8%	0.1%	2%	-12%

Structural class, the compounds so far with a cyano group.
SMILES	Salmonella PhoP GFP	tuberculosis growth	VEEV TC-83 Vero	influenza NS1A	H37Rv inhibition	others
Cc1sc(N2C(=O)C3C4C=CC(C4)C3C2=O)c(C#N)c1C (stereo not drawn)	-5%	-7%	1.6%	-6%	1%
N#Cc1ccccc1NC(=O)COC(=O)CN1C(=O)C2CCCCC2C1=O (stereo not drawn)	.	-9%	i	8%	-9%
N#Cc1nnn(-c2ccc(Cl)cc2)c1N	-7%	0%	1.1%	-6%	0%

The results go on.
SMILES	Salmonella PhoP GFP	tuberculosis growth	VEEV TC-83 Vero	influenza NS1A	H37Rv inhibition	others
CCOc1ccc(S(=O)(=O)N2CCCC(C(=O)NCc3ccncc3)C2)cc1Cl (stereo not drawn)	-13%	-1%	i	5%	3%
O=C(Cc1ccccc1)NC(Nc1cccc2ccccc12)C(Cl)(Cl)Cl (stereo not drawn)	-11%	4%	0.5%	2%	-1%
Fc1ccc(CNc2nc(-c3cccnc3)nc3ccccc23)cc1	-1%	47%	2.6%	2%	52%
Oc1ccc(C[C@H]2CNC(=S)N2CC2CCCN2C[C@H](Cc2ccccc2)N2C[C@H](Cc3ccc(O)cc3)N(CC3CCCCCC3)C2=S)cc1 (stereo partly drawn)	.	.	i	-13%	.
COc1ccc(OC)c(C2C3CN(C(C)C)CC=C3C(C#N)=C(N)C2(C#N)C#N)c1 (stereo not drawn)	-5%	28%	1.7%	8%	-4%
